phage Ecoli inh: E. coli growth loss with phage present. 360,000 tested, 0.26% active. AID 651602. growth absorbance. inhibition, % at 11.9 µM; in the data active = inhibition above about 11%
HTR5A inv ag: HTR5A inverse agonism, opioid heterodimer counter-screen | P47898 | HTR5A cell line, luminescence | inhibition, % at 9.3 µM | AID 504634 | 340,000 tested, 0.083% active; in the data active = inhibition mostly above about 23%, no sharp cut-off; inactive = mostly below about 18%;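 note: 0% = cells with DMSO and 100% = no-cell wells with DMSO; some compounds called inactive have numbers as strong as hits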
PKA-R1A act: activators of PKA-R1A complex; P00514+P68181; PKA-R1A dissociation, Cy5-IP20 fluorescence polarization; scaled: DMSO 0%, 113 µM cGMP 100%; activation, % at 11.4 µM; 340,000 tested, 0.083% active; AID 504707;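 active = percent activation above the mean of all tested compounds plus 3 SD, cut at about 19% in these data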;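 note: higher means more PKAc released from R1A so a rise in polarization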
DAGLB inh: blocks human DAGLB lipase activity | Q8NCG7 | HEK293T DAGLB membrane lysate, EnzChek fluorogenic substrate | inhibition, % at 5.17 µM | 340,000 tested, 0.059% active | AID 504411; in the data active = inhibition above about 34%;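 note: 0% = enzyme with vehicle and 100% = wells lacking enzyme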
PKA-R2B activ: activators of human PKA-R2B complex; activation, % at 11.4 µM; 340,000 tested, 0.079% active; P22694+P31323; PKA-R2B holoenzyme dissociation, Cy5-IP20 fluorescence polarization; R2B truncated from residue 108, S112A mutant; 0% DMSO only, 100% 113 µM cGMP;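 active = activation above a cutoff set at the mean over all compounds plus 3 SD, cut at about 18% in these data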;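 note: higher means more holoenzyme dissociation and a rise in polarization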
Target sequence (P31323 whole entry, looked up, other chains not shown, the tested form may be a part): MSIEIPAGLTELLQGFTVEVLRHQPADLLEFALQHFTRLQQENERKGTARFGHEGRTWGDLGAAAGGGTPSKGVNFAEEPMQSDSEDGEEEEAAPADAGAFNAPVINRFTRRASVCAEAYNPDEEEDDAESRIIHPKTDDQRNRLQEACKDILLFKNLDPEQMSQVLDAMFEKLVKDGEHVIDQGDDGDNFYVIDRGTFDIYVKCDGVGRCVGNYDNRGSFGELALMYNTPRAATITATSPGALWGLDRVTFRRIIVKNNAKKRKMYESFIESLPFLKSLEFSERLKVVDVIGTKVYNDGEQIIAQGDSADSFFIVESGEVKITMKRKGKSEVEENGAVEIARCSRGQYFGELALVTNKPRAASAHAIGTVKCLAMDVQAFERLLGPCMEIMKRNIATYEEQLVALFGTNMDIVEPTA
CDK5 inh: inhibitors of human CDK5/p35 kinase | Recombinant CDK5/p35, ADP-Glo luminescence, 60 min | Q00535+Q15078 | inhibition, % at 10 µM | 330,000 tested, 0.01% active;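 active = highest replicate inhibition of at least 50% and at least 75% of replicates reaching 50%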;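 note: plate controls were DMSO neutral control for no effect and GW8510 at 10 µM for full effect; many of its hits are not listed in these tables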
Target sequence (Q00535 whole entry, looked up): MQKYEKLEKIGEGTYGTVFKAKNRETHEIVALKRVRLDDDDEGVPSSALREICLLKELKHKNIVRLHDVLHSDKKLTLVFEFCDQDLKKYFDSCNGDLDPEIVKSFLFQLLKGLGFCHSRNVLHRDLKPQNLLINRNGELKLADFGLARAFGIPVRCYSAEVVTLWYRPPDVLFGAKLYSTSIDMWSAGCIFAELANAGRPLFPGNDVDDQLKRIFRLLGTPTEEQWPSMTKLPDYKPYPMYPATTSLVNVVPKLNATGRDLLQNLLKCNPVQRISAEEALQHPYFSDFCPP
Target sequence (Q15078 whole entry, looked up): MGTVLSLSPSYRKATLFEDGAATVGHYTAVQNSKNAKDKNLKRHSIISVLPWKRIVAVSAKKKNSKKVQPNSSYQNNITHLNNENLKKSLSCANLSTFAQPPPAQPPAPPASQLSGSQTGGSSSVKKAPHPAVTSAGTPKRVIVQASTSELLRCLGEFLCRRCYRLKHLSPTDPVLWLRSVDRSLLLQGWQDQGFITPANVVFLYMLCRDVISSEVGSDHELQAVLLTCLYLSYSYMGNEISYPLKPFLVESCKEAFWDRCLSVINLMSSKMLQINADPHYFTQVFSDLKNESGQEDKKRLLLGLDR
Mot1-301 SUMO: SUMOylation pathway inhibition by Mot1-301 growth rescue | S. cerevisiae Mot1-301 growth rescue, ATP luminescence, 38.5C; percent above DMSO median, 100 means doubled | growth rescue, % at 18.8 µM | 320,000 tested, 1% active | AID 2716;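 active = every valid replicate shows activation above 250% relative to neutral control wells; inactive = the rest, any valid replicate at or below 250%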;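 note: OY570 slx delta 5 strain wells were the positive control but not used for scaling; some compounds called inactive have numbers as strong as hits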
HTR5A ag ctr: HTR5A agonism, opioid heterodimer counter-screen | 340,000 tested, 0.61% active | activation, % at 9.3 µM | HTR5A agonist assay, luminescence, cell-based | P47898; in the data active = activation mostly above about 9.5%, no sharp cut-off; inactive = mostly below about 7.6%;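 note: 0% = cells with vehicle only and 100% = reference agonist; strong numbers were not always called active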
AddAB inh: less growth of phage-infected E. coli with AddAB; inhibition, % at 11.9 µM; AID 435030; E. coli expressing H. pylori AddAB, absorbance growth; 330,000 tested, 0.29% active; in the data active = inhibition above about 12%;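 note: 0% = vehicle wells of infected cells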
Ecoli viability: counter-screen for AddAB inhibitors: E. coli growth inhibition; AID 449728; inhibition, % at 11.9 µM; 330,000 tested, 0.27% active; E. coli V3065 growth, OD600 absorbance, 18 h;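 active = inhibition above the campaign's mean inhibition across all tested compounds plus 3 SD, cut at about 9.9% in these data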;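 note: uninfected addAB+ strain grown without phage in ampicillin broth; 0% = DMSO wells and 100% = ciprofloxacin 0.95 µg/ml wells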
Tat transport: inhibitors of E. coli Tat protein transport; AID 488895; E. coli MC4100 TorA-mCherry Tat export, fluorescence; 340,000 tested, 0.036% active; inhibition, % at 10 µM;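 active = mean replicate inhibition at least 50% and at least half of replicates individually reaching 50%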;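 note: exported cargo escapes ClpAP degradation while cytoplasmic cargo is degraded and loses fluorescence; 0% = median of neutral control wells and 100% = median of NaSCN control wells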
Active calls of the source: *.

`Cc1ccn2c(=O)nc(SCC(=O)Nc3ccc4c(c3)OCCO4)nc2c1` gave phage Ecoli inh 1.1, HTR5A inv ag 9, PKA-R1A act -4, DAGLB inh -1, PKA-R2B activ -12, CDK5 inh -1.0, Mot1-301 SUMO 4, HTR5A ag ctr -3, AddAB inh 6.8, Ecoli viability -0.7 and Tat transport -2.
For Cc1nn2c(-c3ccccc3)ccnc2c1-c1ccccc1 the results were phage Ecoli inh 2.3, HTR5A inv ag -7, PKA-R1A act -7, DAGLB inh -14, PKA-R2B activ -3, CDK5 inh 0.6, Mot1-301 SUMO 478, HTR5A ag ctr -2, AddAB inh -2.2, Ecoli viability -0.6 and Tat transport 2.
Screening CCOC(=O)C1=C(COC(=O)C(CC)Oc2ccccc2)NC(=O)NC1C (stereo not given) returned phage Ecoli inh 0.7, HTR5A inv ag 0, PKA-R1A act -10, DAGLB inh -1, PKA-R2B activ 4, CDK5 inh 1.0, Mot1-301 SUMO 12, HTR5A ag ctr 0, AddAB inh -0.7, Ecoli viability -2.4 and Tat transport -6.
Screening O=C(COC(=O)c1cc([N+](=O)[O-])ccc1NCCO)c1ccc(Cl)cc1 returned phage Ecoli inh 2.3, HTR5A inv ag 5, PKA-R1A act 4, DAGLB inh 1, PKA-R2B activ 13, CDK5 inh -1.6, Mot1-301 SUMO 3, HTR5A ag ctr -2, AddAB inh 1.9, Ecoli viability -0.3 and Tat transport 7.
For CCN(CC)S(=O)(=O)c1cccc(C(=O)NC(C(=O)Nc2nnc(C3CC3)s2)C(C)C)c1 (stereo not given) the results were phage Ecoli inh 3.5, HTR5A inv ag -14, PKA-R1A act -2, DAGLB inh -2, PKA-R2B activ -13, CDK5 inh -0.3, Mot1-301 SUMO 341, HTR5A ag ctr 6, AddAB inh -1.1, Ecoli viability -2.7 and Tat transport -3.
Screening O=C(CN(Cc1ccccc1)S(=O)(=O)c1ccc(Br)cc1)NCc1ccco1 returned phage Ecoli inh 0.2, HTR5A inv ag -15, PKA-R1A act -1, DAGLB inh -3, PKA-R2B activ 8, CDK5 inh 1.6, Mot1-301 SUMO 89, HTR5A ag ctr 5, AddAB inh 1.4, Ecoli viability 1.6 and Tat transport 0.
Screening Cc1nc(CC(=O)NNS(=O)(=O)c2cccc(Cl)c2Cl)cs1 returned phage Ecoli inh 1.9, HTR5A inv ag 9, PKA-R1A act -2, DAGLB inh -2, PKA-R2B activ -10, CDK5 inh 0.4, Mot1-301 SUMO 2, HTR5A ag ctr -2, AddAB inh -1.6, Ecoli viability 0.3 and Tat transport 0.
Screening COc1ccc(NC(=O)C2C3C=CC4(O3)C2C(=O)N(CCCN2CCCC(C)C2)C4C(=O)NC2CCCCC2)cc1 (stereo not given) returned phage Ecoli inh 2.3, HTR5A inv ag -16, PKA-R1A act -4, DAGLB inh -4, PKA-R2B activ -8, CDK5 inh -0.8, Mot1-301 SUMO -8, HTR5A ag ctr 2, AddAB inh 1.2, Ecoli viability -2.8 and Tat transport 1.
For COc1ccccc1C(=O)NCCC(=O)Nc1ccc(C)cn1 the results were phage Ecoli inh 2.1, HTR5A inv ag 11, PKA-R1A act 11, DAGLB inh 1, PKA-R2B activ -9, CDK5 inh 2.8, Mot1-301 SUMO 0, HTR5A ag ctr 1, AddAB inh 2.8, Ecoli viability -3.3 and Tat transport -7.
Cc1ccc(S(=O)(=O)N(C)C)cc1NC(=O)COC(=O)Cc1cccs1 was read as phage Ecoli inh 1.1, HTR5A inv ag 7, PKA-R1A act 3, DAGLB inh 2, PKA-R2B activ -17, CDK5 inh -2.1, Mot1-301 SUMO 23, HTR5A ag ctr 3, AddAB inh 0.3, Ecoli viability 0.4 and Tat transport 5.
`Cc1ccc(NS(=O)(=O)c2ccc(Cl)s2)nc1` gave phage Ecoli inh 0.9, HTR5A inv ag -16, PKA-R1A act 5, DAGLB inh 2, PKA-R2B activ 1, CDK5 inh -1.1, Mot1-301 SUMO 15, HTR5A ag ctr 0, AddAB inh 3.9, Ecoli viability 1.0 and Tat transport 4.
Screening COc1cc(NC(=O)Cn2ncc3c2-c2ccccc2OC3)cc(OC)c1OC returned phage Ecoli inh -0.2, HTR5A inv ag -19, PKA-R1A act -2, DAGLB inh 1, PKA-R2B activ 2, CDK5 inh -0.8, Mot1-301 SUMO 10, HTR5A ag ctr 6, AddAB inh -2.6, Ecoli viability 0.3 and Tat transport -8.
Screening COc1ccc(-c2cnnc(N/N=C/c3ccc(OC)c(OC)c3)n2)cc1 returned phage Ecoli inh 1.5, HTR5A inv ag -11, PKA-R1A act -3, DAGLB inh 0, PKA-R2B activ 4, CDK5 inh -1.3, Mot1-301 SUMO -7, HTR5A ag ctr -3, AddAB inh 1.1, Ecoli viability 0.1 and Tat transport -7.
For O=C(N=Nc1c(O)[nH]c2ccc(F)cc12)c1ccc(NS(=O)(=O)c2cccs2)cc1 the results were phage Ecoli inh 6.3, HTR5A inv ag -10, PKA-R1A act -10, DAGLB inh 2, PKA-R2B activ -1, CDK5 inh -1.0, Mot1-301 SUMO 6, HTR5A ag ctr 4, AddAB inh -0.8, Ecoli viability -1.8 and Tat transport -6.
CCOC(=O)c1c(C)[nH]c(C(=O)COC(=O)C2CC2C)c1C (stereo not given) was read as phage Ecoli inh 0.3, HTR5A inv ag -7, PKA-R1A act -7, DAGLB inh -5, PKA-R2B activ -9, CDK5 inh -0.3, Mot1-301 SUMO -9, HTR5A ag ctr -1, AddAB inh 3.1, Ecoli viability 0.7 and Tat transport 3.
CN(C)CC1CCCCC1OC(=O)/C=C/c1ccc(Cl)cc1Cl (stereo not given) was read as phage Ecoli inh 1.6, HTR5A inv ag -16, PKA-R1A act -9, DAGLB inh 2, PKA-R2B activ -15, CDK5 inh -5.9, Mot1-301 SUMO -7, HTR5A ag ctr 6, AddAB inh 1.4, Ecoli viability 0.1 and Tat transport 5.
For O=C(NCCN1CCN(c2ccccc2)CC1)C1CCN(S(=O)(=O)c2cccs2)CC1 the results were phage Ecoli inh -0.7, HTR5A inv ag -14, PKA-R1A act 2, DAGLB inh -3, PKA-R2B activ 9, CDK5 inh 0.5, HTR5A ag ctr 6 and Tat transport -1.
Cc1cc(C)n(-c2ccc(C(=O)O)cc2[N+](=O)[O-])n1 was read as phage Ecoli inh 2.0, HTR5A inv ag 6, PKA-R1A act -7, DAGLB inh 2, PKA-R2B activ 9, CDK5 inh -1.1, Mot1-301 SUMO -8, HTR5A ag ctr 0, AddAB inh -7.3, Ecoli viability -2.3 and Tat transport -6.
Oc1ccccc1C1OCC2(CO1)COC(c1ccccc1O)OC2 (stereo not given) was read as phage Ecoli inh 2.0, HTR5A inv ag -4, PKA-R1A act -12, DAGLB inh 2, PKA-R2B activ 0, CDK5 inh -4.7, Mot1-301 SUMO -19, HTR5A ag ctr 8, AddAB inh 2.6, Ecoli viability -2.7 and Tat transport -5.
For CCCS(=O)(=O)N1CCC(C(=O)NCCc2ccccc2)CC1 the results were phage Ecoli inh 3.0, HTR5A inv ag 12, PKA-R1A act -8, DAGLB inh -1, PKA-R2B activ -2, CDK5 inh -0.3, Mot1-301 SUMO 8, HTR5A ag ctr -1, AddAB inh 4.4, Ecoli viability 3.1 and Tat transport -2.
Screening O=C1[C@H]2[C@@H](c3ccc(F)cc3)N3C(=O)N(c4ccc(C(F)(F)F)cc4)C(=O)[C@@]3(Cc3ccccc3)[C@H]2C(=O)N1C1CCCCC1 returned phage Ecoli inh 5.3, HTR5A inv ag -28, PKA-R1A act -13, DAGLB inh -8, PKA-R2B activ -4, CDK5 inh 1.6, Mot1-301 SUMO -1, HTR5A ag ctr -1, AddAB inh 6.0, Ecoli viability -1.8 and Tat transport -3.
For C=CCCN([C@H](CO)Cc1ccccc1)S(=O)(=O)c1ccccc1Br the results were phage Ecoli inh 1.5, HTR5A inv ag -2, PKA-R1A act -7, DAGLB inh -5, PKA-R2B activ 1, CDK5 inh -0.8, HTR5A ag ctr 0, AddAB inh -0.7, Ecoli viability 1.4 and Tat transport 2.
Cc1ccnc(SCCn2c(N3CCOCC3)nc3c2c(=O)[nH]c(=O)n3C)n1 was read as phage Ecoli inh 1.1, HTR5A inv ag 9, PKA-R1A act 0, DAGLB inh 0, PKA-R2B activ -4, CDK5 inh -0.8, Mot1-301 SUMO -18, HTR5A ag ctr -1, AddAB inh 1.1, Ecoli viability -2.4 and Tat transport -8.
Screening Cc1cccc(C(=O)NCC(=O)Nc2ccc(S(=O)(=O)Nc3nc(C)cc(C)n3)cc2)c1 returned phage Ecoli inh 2.0, HTR5A inv ag 3, PKA-R1A act -1, DAGLB inh 0, PKA-R2B activ -10, CDK5 inh -1.2, Mot1-301 SUMO 0, HTR5A ag ctr 8, AddAB inh 1.7, Ecoli viability 0.5 and Tat transport 6.
`O=C1CC2CCCN2C=C1I` (stereo not given) gave phage Ecoli inh 1.0, HTR5A inv ag -4, PKA-R1A act 4, DAGLB inh 1, PKA-R2B activ 5, CDK5 inh 1.7, Mot1-301 SUMO 6, HTR5A ag ctr -4, AddAB inh -0.9, Ecoli viability -1.1 and Tat transport -7.
CCN1C(=O)S/C(=C/c2cn(C)c3ccccc23)C1=O was read as phage Ecoli inh 4.6, HTR5A inv ag -22, PKA-R1A act -10, DAGLB inh -6, PKA-R2B activ -5, CDK5 inh 0.7, Mot1-301 SUMO 13, HTR5A ag ctr 4, AddAB inh -2.2, Ecoli viability 3.3 and Tat transport -10.
`CN(C(=O)c1cccc(NC(=O)c2ccccc2)c1)C1CCCCC1` gave phage Ecoli inh 0.8, HTR5A inv ag -2, PKA-R1A act 0, DAGLB inh 0, PKA-R2B activ -5, CDK5 inh -1.2, Mot1-301 SUMO 2, HTR5A ag ctr -3, AddAB inh 2.0, Ecoli viability -1.0 and Tat transport 5.

Pulled by structure from above, 2 records:
For CCCS(=O)(=O)N1CCC(C(=O)NCCc2ccccc2)CC1 the results were phage Ecoli inh 3.0, HTR5A inv ag 12, PKA-R1A act -8, DAGLB inh -1, PKA-R2B activ -2, CDK5 inh -0.3, Mot1-301 SUMO 8, HTR5A ag ctr -1, AddAB inh 4.4, Ecoli viability 3.1 and Tat transport -2.
Cc1ccnc(SCCn2c(N3CCOCC3)nc3c2c(=O)[nH]c(=O)n3C)n1 was read as phage Ecoli inh 1.1, HTR5A inv ag 9, PKA-R1A act 0, DAGLB inh 0, PKA-R2B activ -4, CDK5 inh -0.8, Mot1-301 SUMO -18, HTR5A ag ctr -1, AddAB inh 1.1, Ecoli viability -2.4 and Tat transport -8.

Entries listed so far that have a nitro group on carbon, in the order listed:
Screening O=C(COC(=O)c1cc([N+](=O)[O-])ccc1NCCO)c1ccc(Cl)cc1 returned phage Ecoli inh 2.3, HTR5A inv ag 5, PKA-R1A act 4, DAGLB inh 1, PKA-R2B activ 13, CDK5 inh -1.6, Mot1-301 SUMO 3, HTR5A ag ctr -2, AddAB inh 1.9, Ecoli viability -0.3 and Tat transport 7.
Cc1cc(C)n(-c2ccc(C(=O)O)cc2[N+](=O)[O-])n1 was read as phage Ecoli inh 2.0, HTR5A inv ag 6, PKA-R1A act -7, DAGLB inh 2, PKA-R2B activ 9, CDK5 inh -1.1, Mot1-301 SUMO -8, HTR5A ag ctr 0, AddAB inh -7.3, Ecoli viability -2.3 and Tat transport -6.

Bioassay records: PubChem BioAssay, several laboratories
